Bioassay records from PubChem.
Glioma ERSR ind = qHTS for Inducers of the Endoplasmic Reticulum Stress Response (ERSR) in Human Glioma: qHTS; U87-MG GRP78 promoter luciferase reporter, 16 h; hit rate 0.02% among 420,000; Potency, µM, inactives show top-dose activation, usual class: activators; note: potency is the fitted concentration of half-maximal effect; series mostly up to about 76 µM; % of control where 0% means no effect; nearly all actives have a fitted effect of over 35% in size
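ERSR induction read as luciferase luminescence (Bright-Glo, 10 min at room temperature) in stably transfected human U87-MG glioma cells exposed to compounds for 16 h, using GRP78 as sensor.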
POLI inh = qHTS for Inhibitors of Polymerase Iota. DNA polymerase iota (Homo sapiens), Q9UNA4. Pol iota fluorescent replication assay, 10 min. Potency, µM (highest dose often 115 µM), inactives show at the top dose activity, negative = inhibition, most hits filed as inhibitors. hit rate 1% among 390,000; note: potency is the fitted concentration of half-maximal effect
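Fluorescent replication assay read twice, at 0 min and 10 min after adding 50 nM (final) substrate. Enzyme (10 nM) and compounds were first incubated 15 min at room temperature; enzyme-free buffer wells were negative controls.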
Anesthetic bind = qHTS Assay for Identification of Novel General Anesthetics. Ferritin light chain (Equus caballus), P02791. apoferritin/1-aminoanthracene competitive binding, fluorescence. Potency, µM (series often up to 77.5 µM), without a hit: at the highest dose activity change, negative = displacement, hits mostly inhibitors. hit rate 0.074% among 350,000. AID 485281, 2010; note: potency is the fitted concentration of half-maximal effect; % is set by controls: 0 for no effect and ±100 for the full control effect; nearly all actives have a fitted effect of over 20% in size
Target sequence (P02791 2-175 limits assumed): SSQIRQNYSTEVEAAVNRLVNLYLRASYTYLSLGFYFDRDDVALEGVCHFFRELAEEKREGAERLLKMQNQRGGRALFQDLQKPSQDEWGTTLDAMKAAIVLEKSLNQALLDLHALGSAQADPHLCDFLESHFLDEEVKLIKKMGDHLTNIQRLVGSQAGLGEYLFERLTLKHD
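10 uM apoferritin + 50% sat. 1-AMA, PBS; cpd 10 min RT; Ex380/Em535 endpoint; normalized to free probe vs complex; 4-param Hill fit; propofol titration as pos. ctrl.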
Pol kappa inh = qHTS for Inhibitors of Polymerase Kappa; DNA polymerase kappa (Homo sapiens), Q9UBT6; purified Pol kappa, fluorescent DNA synthesis assay, 10 min; Potency, µM (series often up to 107 µM), for inactives: at the highest dose activity, negative = inhibition, most hits filed as inhibitors; hit rate 0.53% among 400,000; AID 588579, 2011; note: potency is the fitted concentration of half-maximal effect; % is set by controls: 0 for no effect and ±100 for the full control effect
Target sequence (Q9UBT6 whole entry, looked up): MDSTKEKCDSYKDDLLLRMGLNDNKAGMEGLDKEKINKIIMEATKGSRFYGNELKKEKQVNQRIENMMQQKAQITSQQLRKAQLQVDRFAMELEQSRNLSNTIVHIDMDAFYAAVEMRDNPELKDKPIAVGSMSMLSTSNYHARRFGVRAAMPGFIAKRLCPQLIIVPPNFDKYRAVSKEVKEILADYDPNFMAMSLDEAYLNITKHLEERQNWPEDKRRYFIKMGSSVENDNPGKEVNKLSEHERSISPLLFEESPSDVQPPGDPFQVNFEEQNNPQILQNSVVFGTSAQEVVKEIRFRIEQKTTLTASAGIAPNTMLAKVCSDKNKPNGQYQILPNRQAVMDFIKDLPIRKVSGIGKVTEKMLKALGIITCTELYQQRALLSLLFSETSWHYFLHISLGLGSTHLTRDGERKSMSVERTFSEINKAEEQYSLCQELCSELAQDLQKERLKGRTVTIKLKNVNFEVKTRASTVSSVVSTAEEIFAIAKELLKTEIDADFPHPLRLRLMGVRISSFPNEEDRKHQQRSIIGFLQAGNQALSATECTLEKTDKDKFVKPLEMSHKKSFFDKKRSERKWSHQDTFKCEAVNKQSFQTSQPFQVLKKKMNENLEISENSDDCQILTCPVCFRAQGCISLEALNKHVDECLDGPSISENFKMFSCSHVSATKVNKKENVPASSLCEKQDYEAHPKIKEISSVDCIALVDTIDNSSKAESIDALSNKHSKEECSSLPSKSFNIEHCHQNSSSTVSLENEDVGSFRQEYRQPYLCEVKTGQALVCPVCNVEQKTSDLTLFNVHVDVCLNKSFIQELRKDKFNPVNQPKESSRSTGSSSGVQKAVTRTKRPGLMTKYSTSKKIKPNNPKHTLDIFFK
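50 nM final substrate added after 15 min RT preincubation of 10 nM Pol kappa with compound; fluorescence read at 0 and 10 min.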
BLM inh = qHTS Assay for Inhibitors of Bloom's syndrome helicase (BLM) | Potency, µM (series often up to 56.1 µM), inactives show top-dose activity change, negative = inhibition, hits mostly inhibitors | recombinant BLM DNA unwinding, fluorescence dequenching | hit rate 0.2% among 350,000;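 note: potency is the fitted concentration of half-maximal effect; plate controls were vehicle for no effect and no enzyme for full effect; nearly all actives have a fitted effect of over 35% in size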
LDHA inh = qHTS assay for inhibitors of human lactate dehydrogenase; hit rate 0.15% among 480,000; activity change, % (values are at about 110 or 230 µM); purified LDHA, NADH/diaphorase-resazurin fluorescence; stronger effect = lower value; AID 1347041, 2019; L-lactate dehydrogenase A chain (Homo sapiens), P00338; in the data active = activity change below about -30%; inconclusive = mostly about -25% to -30%;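 note: plate controls were DMSO wells for no effect and wells without enzyme for full effect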
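Human LDH5 (2 nM) was incubated with 0.06 mM NADH and 0.2 mM pyruvate for 5 min at room temperature in Tris pH 7.4. Remaining NADH was coupled through diaphorase/resazurin, and resorufin fluorescence was read at 0 and 20 min.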
POLH inh = qHTS for Inhibitors of Polymerase Eta. recombinant Pol eta, fluorescent DNA replication assay. AID 588591, 2011. hit rate 1.2% among 390,000. Potency, µM (top dose mostly 114 µM), inactives show at the highest dose activity change, negative = inhibition, most hits filed as inhibitors; note: potency is the fitted concentration of half-maximal effect; % is set by controls: 0 for no effect and ±100 for the full control effect
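Fluorescent replication assay: 50 nM final substrate added after a 15 min room-temperature compound preincubation with 10 nM enzyme. Signal taken at 0 min and again at 10 min.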
APEX1 inh = qHTS Assay for Inhibitors of the Human Apurinic/apyrimidinic Endonuclease 1 (APE1). DNA repair nuclease/redox regulator APEX1 (Homo sapiens), P27695. recombinant APE1, TAMRA/BHQ-2 abasic DNA cleavage fluorescence. Potency, µM (highest dose often 65.8 µM), inactives show at the top dose activity change, negative = inhibition, actives largely listed as inhibitors. hit rate 0.35% among 350,000;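 note: potency is the fitted concentration of half-maximal effect; plate controls were vehicle for no effect and reference inhibitor for full effect; nearly all actives have a fitted effect of over 55% in size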
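Substrate: short duplex with […] THF abasic site, 5'-TAMRA and 3'-BHQ-2, 50 nM final. APE1 at 0.75 nM, preincubated 15 min RT with compound. Fluorescence increase from first to third read measured activity.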
Pol beta inh = qHTS Assay for Inhibitors of DNA Polymerase Beta; Pol beta primer extension/strand displacement, fluorescence kinetic; Potency, µM (titrated, usually from 114 µM), without a hit: top-dose activity change, negative = inhibition, hits mostly inhibitors; hit rate 1.3% among 340,000; AID 485314, 2010; note: potency is the fitted concentration of half-maximal effect; % is set by controls: 0 for no effect and ±100 for the full control effect
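Pol beta (10 nM) and compounds were preincubated 15 min at room temperature, then 50 nM substrate (final) started primer extension/strand displacement. Reads were taken at 0 and 10 min; concentration-response data were fitted to a four-parameter Hill equation.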
* = called active by the depositor; ? = inconclusive; nt = not tested or not shown; [ ] = remark or other dose. Unless noted, calls come from the whole dose curve; as a rule, active = well fitted curve in the direction sought with a large enough effect; inconclusive = small, poorly fitted or top-dose-only effect, or another doubt; inactive = no such curve, though single readings can be large; an effect the other way counts as inactive or inconclusive.

SMILES | Glioma ERSR ind | POLI inh | Anesthetic bind | Pol kappa inh | BLM inh | LDHA inh | POLH inh | APEX1 inh | Pol beta inh
COc1ccc(OC)c(NC(=O)c2nc(SCc3ccc(F)cc3)ncc2Cl)c1 | -2% | 26% | 29% | 10% | 0% | -3 | -12% | nt | 18%
CN1CCN(CCP(=O)(c2ccccc2)c2ccccc2)CC1 | -4% | 13% | -4% | -7% | -1% | -8 | -13% | 0% | -1%
CC(=O)c1cc(-c2ccccc2)n(CC(=O)NC2CCCC2)c1C | -3% | 28% | -8% | -2% | 0% | -7 | -7% | 17% | 0%
O=C(COC(=O)CSc1cc(Cl)ccc1Cl)NCc1ccc2c(c1)OCO2 | 2% | 24% | -22% | -13%[60.1 µM] | -5% | 1 | -21% | -4% | 34%
COc1cccc(N=C2SC(C(=O)Nc3ccc(F)cc3)CC(=O)N2C)c1 (stereo unspecified) | 0% | ? | 1% | -12% | -6% | -1 | -9% | -6% | 4%
Cc1oc(-c2cccc(Cl)c2)nc1CS(=O)(=O)CC(=O)NC1CC1 | -2% | 21% | -8% | 12% | 2% | 1 | -5% | 25% | 1%
O=C(NNc1ccc([N+](=O)[O-])cc1)C1CC2CCCC(C1)C2=O (stereo unspecified) | 1% | 8% | -14% | 9% | -4% | -2 | 7% | 1% | 8%
COCCOC(=O)c1c(C)oc2ccc(OC(=O)c3cccs3)cc12 | 4% | 8% | -24% | -6% | -9% | 5 | -14% | 10% | 12%
CCN(C(=O)CN1CCN(C)CC1)c1c(N)n(Cc2ccccc2)c(=O)[nH]c1=O | -4% | -8% | nt | -15% | nt | -2 | -12% | 13% | nt
CC(=O)c1nn(-c2cccc(Br)c2)cc1C(=O)c1ccccc1 | -3% | 20% | -10% | 1% | -3% | -5 | 2% | ? | 21%
COc1cccc(/C=N/NC(=O)c2cc3c(OC)c(OC)ccc3[nH]2)c1OC | -3% | 5% | -19% | -10% | -27% | -1 | ? | 1% | ?
CCN(Cc1ccc2c(c1)OCO2)C(=O)/C=C/c1cccc(Br)c1 | 1% | 28% | -17% | -7% | -9% | -1 | -20% | -16% | 33%
C=C(C)C(=O)N1CC2(CC(c3cccc(NC(=O)c4ccccc4)c3)=NO2)C[C@@H]1C(N)=O (stereo partly specified) | 1% | 0% | -9% | -17% | -2% | -1 | 2% | 1% | 14%
COC(=O)Nc1ccc(S(=O)(=O)N(CCO)CC(F)(F)C(F)F)cc1 | -4% | ? | -12% | -3% | 1% | -1 | -16% | -2% | 8%
COc1ccccc1N1CCN(S(=O)(=O)c2cc(C(F)(F)F)cc(C(F)(F)F)c2)CC1 | -4% | 11% | 0% | -5% | -4% | -6 | 9% | 21% | -1%
CC(=C/c1ccccc1)/C=N/N1CCN(Cc2ccc(C)cc2)CC1 | -4% | 68%[activator] | 7% | -6% | -8% | -4 | -17% | -2% | 17%
Cc1cc(O)c(NC(=O)c2ccc(Br)o2)cc1C | 9% | -48% | 2% | -21% | -9% | -6 | 0% | 11% | ?
C[C@H](NC(=O)c1nc[nH]c1C(=O)NCC(=O)OC(C)(C)C)C(=O)OCc1ccccc1 | 2% | 20% | ? | -11% | -7% | -1 | -13% | 4% | -11%
CCOc1ccc(Oc2c(C)oc3cc(O)ccc3c2=O)cc1 | -3% | 29% | 13% | 12% | -4% | -3 | -8% | -6% | 21%
CC(C)(SC(=S)N1CCOCC1)C(=O)O | -7% | -6% | -8% | -9% | -1% | -11 | ? | 2% | -7%
COC(=O)C1=C(C)N(C)C(=O)/C1=C\c1cccs1 | -3% | 6% | -12% | 0% | 0% | -1 | 12% | -1% | 0%
C=CCN1C(=O)CS/C1=N/c1nccs1 | -3% | 4%[58.9 µM] | -7% | -2% | -2% | 2 | -14% | 0% | -3%
COCCCNC(=O)c1c(NC(=O)Cc2coc3cc(C)cc(C)c23)sc2c1CCCC2 | -4% | 17% | 66%[activator] | -2% | -8% | 5 | -23% | nt | -3%
COc1cc(OC)cc(C(=O)Nc2ccc3nc(N4CCC(C)CC4)cc(C)c3c2)c1 | -1% | -17% | 132%[activator] | -3% | -6% | -1 | -1% | nt | 21%
CSc1ccc(/C=N/n2c(C)cc(C)cc2=O)cc1 | 4% | -2% | -18% | -10% | 4% | -4 | -14% | 1% | 1%
CCOc1ccc(-n2c(-c3ccc(Br)cc3)c[n+]3c2CCCCC3)cc1 | -3% | 19% | 3% | -8% | -3% | -6 | -22% | -1% | -3%
C#CCCCO/N=C1/C[C@@H](O)[C@@H](O)[C@@H]2[C@@H]3C(=O)N(Cc4ccccc4)C(=O)[C@H]3CC[C@H]12 | -3% | nt | 1%[15.3 µM] | nt | -3%[12.4 µM] | nt | nt | 11%[12.4 µM] | nt
Cc1cccc(OCC(=O)NNC(=O)CSc2ncc(C#N)c(N)n2)c1 | -1% | 11% | -6% | -16% | -4% | 1 | -1% | 13% | 36%
COc1ccc(CN2CCN(Cc3ccc(CO)o3)CC2CCO)cc1C (stereo unspecified) | 1% | 32%[activator] | -3% | -14% | -4% | -3 | -6% | 9% | 11%
CSc1nsc2nc(=O)c(/C=C3\C(C)=Nc4ccccc43)c(N)n12 | ? | -22% | 7% | -5% | -8% | -1 | -20% | -11% | 10%

3 entries from above in a different format.
| SMILES | Glioma ERSR ind | POLI inh | Anesthetic bind | Pol kappa inh | BLM inh | LDHA inh | POLH inh | APEX1 inh | Pol beta inh |
| --- | --- | --- | --- | --- | --- | --- | --- | --- | --- |
| C#CCCCO/N=C1/C[C@@H](O)[C@@H](O)[C@@H]2[C@@H]3C(=O)N(Cc4ccccc4)C(=O)[C@H]3CC[C@H]12 | -3% | nt | 1%[15.3 µM] | nt | -3%[12.4 µM] | nt | nt | 11%[12.4 µM] | nt |
| Cc1cccc(OCC(=O)NNC(=O)CSc2ncc(C#N)c(N)n2)c1 | -1% | 11% | -6% | -16% | -4% | 1 | -1% | 13% | 36% |
| COc1ccc(CN2CCN(Cc3ccc(CO)o3)CC2CCO)cc1C (stereo unspecified) | 1% | 32%[activator] | -3% | -14% | -4% | -3 | -6% | 9% | 11% |

An excerpt from above, reduced to LDHA inh and Anesthetic bind:
SMILES,LDHA inh,Anesthetic bind
COCCCNC(=O)c1c(NC(=O)Cc2coc3cc(C)cc(C)c23)sc2c1CCCC2,5,66%[activator]
COc1cc(OC)cc(C(=O)Nc2ccc3nc(N4CCC(C)CC4)cc(C)c3c2)c1,-1,132%[activator]
CSc1ccc(/C=N/n2c(C)cc(C)cc2=O)cc1,-4,-18%
CCOc1ccc(-n2c(-c3ccc(Br)cc3)c[n+]3c2CCCCC3)cc1,-6,3%
C#CCCCO/N=C1/C[C@@H](O)[C@@H](O)[C@@H]2[C@@H]3C(=O)N(Cc4ccccc4)C(=O)[C@H]3CC[C@H]12,nt,1%[15.3 µM]

Continuation.
SMILES | Glioma ERSR ind | POLI inh | Anesthetic bind | Pol kappa inh | BLM inh | LDHA inh | POLH inh | APEX1 inh | Pol beta inh
COC(=O)CSc1cc(C)nc2ccc(OC)cc12 | -3% | 7% | -8% | -3% | -7% | -7 | -13% | -2% | 5%
CCC(C)NC(=O)Cn1c(COc2ccc(Cl)cc2Cl)nc2ccccc21 (stereo unspecified) | 2% | 3% | -3% | 1% | 1% | 1 | -15% | 0% | 50%
Cc1cc(C)c2cc(CN(Cc3ccco3)C(=O)NCc3ccccc3)c(=O)[nH]c2c1 | -6% | ? | -21% | 3% | -7% | 4 | -15% | 3% | -8%
Cc1nc(C)c(C(=O)OCC(=O)N2CCN(c3ccccc3)CC2)s1 | -1% | -1% | 4% | -9% | 0% | -7 | -9% | 16% | -1%
CCC1=NN2C(=N)/C(=C/c3cc(C)n(Cc4ccccc4)c3C)C(=O)N=C2S1 | -2% | 141%[activator] | -19% | -5% | -9% | -6 | -17% | -5% | ?
CCOC(=O)N1CCN(C(=O)c2ccccc2NC(=O)COc2ccccc2)CC1 | 1% | -27% | -6% | -2% | 3% | -3 | -15% | 27% | -25%
S=c1nc[nH]c2c1ncn2C1CCCO1 (stereo unspecified) | -3% | 21% | 5% | 1% | -9% | 1 | -18% | -5% | 20%
O=C(Nc1ccccn1)c1ccc(C(=O)Nc2ccccn2)cc1 | 6% | -22% | -2% | 13% | -2% | -2 | -7% | -1% | 34%
O=C(O)COc1ccc(NC(=O)c2ccc3c(c2)C(=O)N(Cc2ccccc2)C3=O)cc1 | -5% | -4% | -6% | -11% | -6% | -6 | 2% | 17% | 3%
COc1ccc(-n2ncc(C(C)NS(=O)(=O)c3cc(F)ccc3C)c2C)cc1 (stereo unspecified) | -3% | 20% | -15% | -9% | -2% | -4 | -4% | 7% | 0%
COc1cccc(OC)c1C(=O)Nc1ccc(Br)c(C(=O)c2ccccc2)c1 | -5% | 9% | -22% | -5% | -6% | -1 | -8% | 5% | -26%
COc1ccc(-n2cnc3sccc3c2=O)cc1 | -4% | 38%[activator] | -12% | -3% | -1% | -5 | -22% | 17% | 5%
Cn1c(SCC(=O)Nc2cccc(S(=O)(=O)N3CCOCC3)c2)nnc1-c1ccncc1 | -5% | 18% | -12% | -11% | 3% | 1 | -1% | -2% | 5%

These rows are one share of the data; count on the stated rates, not on these rows.
